Screens (PubChem BioAssay)
DAX1 inh-1 – inhibitors of human orphan nuclear receptor DAX1 (NR0B1). P51843. HEK293 Gal4-DAX1 luciferase reporter, luminescence. inhibition, % at 6.75 µM. hit rate 0.99% among 340,000. AID 504766;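 active means inhibition above the mean over all tested compounds plus 3 SD, cut at about 4.2% in these data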;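 further: 0% = DAX1-transfected cells with DMSO and 100% = empty-vector control cells with DMSO; inhibition shows as a rise in luminescence from relieved DAX1 repression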
Target sequence (P51843 207-470 limits assumed): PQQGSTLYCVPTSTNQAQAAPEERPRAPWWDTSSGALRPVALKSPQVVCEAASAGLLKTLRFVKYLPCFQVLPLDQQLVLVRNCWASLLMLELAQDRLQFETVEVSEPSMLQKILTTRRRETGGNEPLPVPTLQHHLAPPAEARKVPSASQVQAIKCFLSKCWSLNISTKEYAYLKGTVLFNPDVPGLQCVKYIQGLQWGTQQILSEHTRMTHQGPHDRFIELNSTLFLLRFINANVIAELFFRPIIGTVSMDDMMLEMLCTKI
FXN GAA850 act – frataxin GAA850 promoter activation; HEK293 lucGAA850 FXN promoter luciferase reporter, 24 h; percent of 10 µM SAHA response; activation, % at 6 µM; hit rate 0.56% among 360,000; AID 540364;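 active means activation above the average of all compounds screened plus 3 SD, cutoff fixed separately per campaign, cut at about 7.5% in these data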;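 further: 0% = DMSO wells and 100% = 10 µM SAHA wells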
hgDAF-12 ag – activates the H. glycines DAF-12 receptor ligand-binding domain; HEK293 GAL4-hgDAF12 UAS-luciferase reporter, agonist luminescence; normalized to butyrate control; activation, % at 6.8 µM; hit rate 1.8% among 370,000; AID 687014;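 active means activation above a cutoff set at the mean of all screened compounds plus 3 SD, cut at about 10% in these data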;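 further: 0% = DMSO wells and 100% = sodium butyrate wells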
ssDAF12 agonist – activators of S. stercoralis DAF-12 nuclear receptor; activation, % at 6.8 µM; hit rate 1% among 370,000; AID 652126; HEK293 ssDAF-12/GRIP1 lit1-tk-luc reporter, luminescence; % of 3 µM dafachronic acid response;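 active means activation above the mean over all tested compounds plus 3 SD, cut at about 0.9% in these data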;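 further: 0% = DMSO-only wells and 100% = 3 µM delta7-dafachronic acid wells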
hcDAF12 agonist – H. contortus DAF-12 activation, primary screen; activation, % at 6.8 µM; HEK293 hcDAF-12 lit1-tk-luc reporter, luminescence; 0% DMSO, 100% Δ7-dafachronic acid; hit rate 1.4% among 370,000;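 active means activation above the mean of all tested compounds plus 3 SD, cut at about 5.5% in these data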;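 further: 100% = response to 3 µM Δ7-dafachronic acid high control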
DAX1 inh-2 – DAX1 (NR0B1) inhibition, primary screen. HEK293T StAR-luciferase reporter, SF-1/DAX-1 repression relief. inhibition, % at 6.8 µM. hit rate 1.1% among 370,000. AID 652010;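 active means inhibition above the mean over all tested compounds plus 3 SD, cut at about 3.6% in these data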;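 further: 0% = DAX-1 cells with DMSO and 100% = cells lacking DAX-1 with DMSO; higher inhibition means more luminescence from relief of DAX-1 repression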
SMARCA2 act – SMARCA2 function activation, primary screen; MG213 cells, MMTV-luciferase reporter, dexamethasone, overnight; activation, % at 9.1 µM; hit rate 1% among 370,000; AID 652017; in the data active means activation above about 7.8%;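 further: 0% = vehicle wells and 100% = reference activator wells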
ADAM10 inh – ADAM10 inhibition, QFRET primary screen. O14672. recombinant ADAM10, EDANS/DABCYL FRET peptide cleavage, 3 h. inhibition, % at 7 µM. hit rate 0.62% among 370,000;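 active means inhibition above a per-campaign cutoff equal to the mean of compounds falling between control-based bounds plus 3 SD, cut at about 20% in these data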;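 further: 0% = DMSO wells while the 100% control is not disclosed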
Target sequence (O14672 214-748 limits assumed): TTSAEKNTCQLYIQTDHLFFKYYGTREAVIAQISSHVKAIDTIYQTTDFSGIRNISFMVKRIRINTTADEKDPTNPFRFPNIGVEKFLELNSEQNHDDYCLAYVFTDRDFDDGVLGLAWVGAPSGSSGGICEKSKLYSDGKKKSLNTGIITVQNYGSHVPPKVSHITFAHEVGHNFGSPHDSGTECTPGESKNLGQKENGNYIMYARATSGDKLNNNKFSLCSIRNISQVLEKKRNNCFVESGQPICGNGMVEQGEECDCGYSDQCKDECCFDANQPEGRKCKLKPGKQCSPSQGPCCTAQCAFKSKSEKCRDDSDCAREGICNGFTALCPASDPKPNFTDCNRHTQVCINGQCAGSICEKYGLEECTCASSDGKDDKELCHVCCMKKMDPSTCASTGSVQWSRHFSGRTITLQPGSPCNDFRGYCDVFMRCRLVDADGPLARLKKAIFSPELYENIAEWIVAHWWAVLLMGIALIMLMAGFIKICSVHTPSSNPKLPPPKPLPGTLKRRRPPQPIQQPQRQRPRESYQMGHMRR
ADAM17 inh – ADAM17 inhibition, QFRET primary screen. recombinant ADAM17, EDANS/DABCYL FRET peptide cleavage. inhibition, % at 6.95 µM. hit rate 0.83% among 370,000. AID 720648;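 active means inhibition above the mean of compounds lying between control limits plus 3 SD, set per campaign, cut at about 8.5% in these data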;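 further: 0% = DMSO-only wells as the low control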
NPR1 activator – GC-A (human) enzyme activation. P16066. HEK293 GC-A cells, cGMP TR-FRET, EC30 ANP; 0% at EC30 ANP, 100% saturating ANP. activation, % at 10 µM. hit rate 0.14% among 370,000. AID 1671463; in the data active means activation above about 40%
PG9 binder – binds the HIV-1 gp120 antibody PG9; TR-FRET gp120-PG9 antibody binding; inhibition, % at 6.7 µM; hit rate 0.43% among 360,000; AID 624416; in the data active means inhibition above about 8.5%
Numbers without * were called inactive; i = inactive; nt = no result given.

Screens in order: DAX1 inh-1	FXN GAA850 act	hgDAF-12 ag	ssDAF12 agonist	hcDAF12 agonist	DAX1 inh-2	SMARCA2 act	ADAM10 inh	ADAM17 inh	NPR1 activator	PG9 binder
> O=C1Nc2cnc(Cl)nc2Nc2ccccc21
 : nt	nt	1.1	-1.0	-1.0	1.3	-1	1	-1	4	-1.1
> CCC1CCCCN1CCCNC(=O)C1CCC(=O)N1Cc1ccc(C)cc1 (stereo not drawn)
 : 0.0	-0.9	0.7	-1.4	-1.8	-0.3	0	5	-2	7	0.7
> CCN(CC)C(=O)C1CCCN(Cc2ccc(OC)c(C)c2)C1 (stereo not drawn)
 : 0.0	-0.5	-0.7	-1.1	-0.6	-1.1	-1	2	0	-5	-1.7
> COc1ccc(C)cc1N(C(=O)Cn1nnc(-c2ccc(C)o2)n1)C(C(=O)NC1CCCC1)c1ccncc1 (stereo not drawn)
 : -0.6	-2.5	-1.0	-0.7	-2.3	-0.1	-3	0	1	-14	0.2
> COc1ccccc1OC(=O)CCc1nc2ccccc2s1
 : 0.6	1.9	2.3	-0.1	1.4	0.3	4	3	0	-2	0.2
> Cc1ccc(/C=N/NC(=O)c2nnn(-c3nonc3N)c2CSc2ccc(Cl)cc2)cc1
 : -0.4	1.6	0.5	-1.0	-2.2	1.0	1	0	4	1	-2.2
> COc1cc(Cl)ccc1OCc1cc(C(=O)NCC(C)(C)N2CCOCC2)no1
 : -0.6	3.5	5.6	-0.6	1.9	1.2	2	1	0	9	-0.2
> N#CC1(Nc2ccc(C(=O)O)cc2)CCCC1
 : 1.8	-2.0	0.4	-0.4	-0.5	1.8	-3	-1	-3	3	-0.2
> CSc1nnc(C(C)(C)C)c(=O)n1/N=C/c1c(O)ccc2ccccc12
 : 0.0	0.7	5.2	0.2	2.2	0.0	-2	2	-4	-4	-0.8
> COc1cc(OC)c(N(C)S(=O)(=O)c2cccc(C(=O)NC(C)C3CC4CCC3C4)c2)cc1Cl (stereo not drawn)
 : 0.8	1.9	0.2	-1.7	-0.5	0.0	-2	-6	-6	-6	-1.7

The list goes on:
Screens in order: DAX1 inh-1	FXN GAA850 act	hgDAF-12 ag	ssDAF12 agonist	hcDAF12 agonist	DAX1 inh-2	SMARCA2 act	ADAM10 inh	ADAM17 inh	NPR1 activator	PG9 binder
> O=C(CN1C(=O)CCS(=O)(=O)c2ccccc21)Nc1ccc(F)cc1
 : 0.8	1.1	0.0	-0.9	0.0	-0.2	-2	3	4	0	-0.2
> Nc1nc(CCOc2ccc(F)cc2)cs1
 : -0.3	6.5	7.0	-1.2	1.6	0.8	-2	-6	-4	0	-2.7
> CCCCn1c(N)c(-c2nc3ccccc3o2)c2c([N+](=O)[O-])nn(CC)c(=O)c21
 : 0.5	3.4	0.3	-1.1	-1.6	-0.2	-3	-10	-2	4	0.0
> COc1ccc(Cl)cc1C(=O)NNC(=O)COC(=O)CC(NC(C)=O)c1ccccc1 (stereo not drawn)
 : 0.5	0.5	-0.7	-0.7	-1.0	-0.1	-2	0	7	3	0.0
> COc1ccc(S(=O)(=O)Nc2cc(C(C)C)c(O)cc2C)cc1
 : 0.3	-1.7	-3.2	-1.0	-2.1	-0.5	-8	-5	-5	-10	0.4
> COC(=O)CCCn1cc(CN2CC(N3CCN(Cc4ccccc4F)CC3)CS2(=O)=O)nn1 (stereo not drawn)
 : nt	nt	0.5	-0.7	-0.6	2.6	3	1	0	3	-0.8
> Cc1ccnc(NC(=O)CS(=O)(=O)c2ccccc2)c1
 : 1.4	2.0	5.1	-0.2	1.0	-0.2	3	-44	-17	-3	-0.4
> O=C(COC(=O)CNC(=O)C1CCCCC1)Nc1ccccc1
 : nt	1.4	-0.4	-0.2	0.2	0.8	-3	2	-5	3	2.4
> CCN(CC(=O)Nc1ccc(NC(C)=O)cc1)C(=O)CSCC(=O)Nc1ccc(C)cc1
 : 0.4	-4.7	0.1	-1.4	0.5	2.0	-2	9	1	3	-0.8
> O=C(NC(=O)c1ccccc1)Nc1ccccc1
 : -0.4	1.5	12*	1.3*	6.2*	3.2	2	5	-3	9	-0.9

Continued:
Screens in order: DAX1 inh-1	FXN GAA850 act	hgDAF-12 ag	ssDAF12 agonist	hcDAF12 agonist	DAX1 inh-2	SMARCA2 act	ADAM10 inh	ADAM17 inh	NPR1 activator	PG9 binder
> C=CCn1c(COc2ccccc2)nnc1SCC(=O)c1ccc(-c2ccccc2)cc1
 : nt	nt	-0.7	-1.4	0.7	-1.3	-4	-4	5	-4	nt
> COc1ccc(C(CNC(=O)c2ccc(S(=O)(=O)Nc3ccccc3F)cc2)N(C)C)cc1 (stereo not drawn)
 : -0.3	0.7	0.2	-0.8	-0.8	0.8	8.4*	-4	0	1	-1.2
> Cn1c(=O)oc2cc(S(=O)(=O)Nc3ccc(F)cc3)ccc21
 : 1.5	0.5	0.2	-0.6	-1.8	-0.8	0	-3	-4	5	-1.9
> COc1ccc(C(=O)Oc2c(C)occc2=O)cc1OC
 : 1.5	0.1	1.7	-0.5	0.1	0.4	2	6	-4	1	-0.3
> NC(N)=NCCCS(=O)(=O)Nc1ccc(Nc2c3ccccc3nc3cc([N+](=O)[O-])ccc23)cc1
 : 2.0	0.7	-0.3	-1.5	1.3	1.4	-3	-20	-1	11	1.4
> COc1ccc(-c2nc(CS(=O)CC(=O)NCc3ccc(Cl)cc3)c(C)o2)cc1OC (stereo not drawn)
 : 1.2	-0.4	0.8	-1.4	-1.7	-0.4	-1	-7	3	-6	-2.8
> CCN(CC)S(=O)(=O)c1cccc(NC(=O)c2cc3ccccc3o2)c1
 : -1.5	3.2	-0.5	-1.4	-1.7	-1.3	3	10	0	1	-1.2
> CN(C(=O)CC1C(=O)NCCN1CC(c1ccccc1)c1ccccc1)C(C1CC1)C1CC1 (stereo not drawn)
 : -0.6	-0.6	2.9	-1.7	-0.6	-0.3	-2	2	-1	-27	-0.9
> CCOC(=O)CCNC(C)C1COc2ccccc2O1 (stereo not drawn)
 : -0.8	1.6	0.1	-1.0	-1.1	0.1	0	7	1	2	-4.1
> COc1cccc2c1OCC1COc3c(c(=O)n(C)c(=O)n3C)C21 (stereo not drawn)
 : -0.8	1.9	-0.3	-0.7	-0.7	-0.1	2	-5	0	-3	0.8

Next records.
Screens in order: DAX1 inh-1	FXN GAA850 act	hgDAF-12 ag	ssDAF12 agonist	hcDAF12 agonist	DAX1 inh-2	SMARCA2 act	ADAM10 inh	ADAM17 inh	NPR1 activator	PG9 binder
> CCCc1nc(SCC(=O)Nc2ccc(N3CCOCC3)cc2)c2ccccc2n1
 : -0.8	2.5	2.0	-0.9	-2.3	-0.6	-1	1	-4	5	-1.6
> COc1cc2c(c(OC)c1OC)-c1ccc(SC)c(=O)cc1C(NC(=O)C(F)(F)F)CC2 (stereo not drawn)
 : -0.2	-2.0	-5.8	-0.9	0.8	3.7*	-3	-9	0	-6	-2.3
> O=C(O)C1(S(=O)(=O)CCC(F)=C(F)F)CC1
 : -0.9	1.1	-3.0	-1.4	-1.6	0.1	0	-12	-2	2	-1.0
> Cc1ccc(CN(Cc2ccccn2)C(=O)Nc2ccc(C)c(C)c2)cc1
 : -2.9	-0.6	-4.5	-2.1	-3.4	-0.7	-1	-3	2	0	-0.1
> CC1(C)CC(=O)C=C(c2ccc(-c3cnn(Cc4ccccc4)c3)cc2)C1=O
 : -0.9	-1.1	-3.5	-0.4	-1.7	-0.3	-3	-34	-12	-5	1.9
> CC(=O)Nc1ccc(C(=O)NCC(=O)OCc2ccccc2F)cc1
 : 0.9	0.4	-0.5	-1.8	0.1	-0.6	-2	0	1	2	-1.0
> CCN(CC)CCN1C(=O)c2ccccc2NC1c1ccc(Br)cc1 (stereo not drawn)
 : 1.4	-3.0	3.9	-0.4	0.4	0.6	-1	i	-268	-32	-1.8
> O=C(COC(=O)c1cccc(S(=O)(=O)N2CCCCC2)c1)NCc1cccc(Cl)c1
 : 0.1	2.0	-1.4	-1.0	-2.1	-0.3	1	-5	1	3	0.0
> CN(C(=O)c1cccc(NC(=O)Cc2ccc(NC(=O)C3CCN(C(=O)C4CC4)CC3)cc2)c1)C1CCCCC1
 : -1.3	-1.0	0.6	-1.6	-1.5	-0.2	-4	-4	-2	1	-0.7
> CCCSC1=C(C#N)C(c2ccc(OC)cc2)C2=C(CC(C)(C)CC2=O)N1 (stereo not drawn)
 : 0.5	-0.7	-3.5	-1.1	-1.4	-1.6	-4	-39	-13	0	-0.3

(list continues)
Screens in order: DAX1 inh-1	FXN GAA850 act	hgDAF-12 ag	ssDAF12 agonist	hcDAF12 agonist	DAX1 inh-2	SMARCA2 act	ADAM10 inh	ADAM17 inh	NPR1 activator	PG9 binder
> C=CCNc1nnc(SCC(=O)N2CCC(C(N)=O)CC2)s1
 : 0.8	-0.7	-1.4	-0.9	-1.3	0.6	-2	-6	-3	3	-0.9
> CCOc1ccc(-n2cc(C(=O)Nc3cccc(C)n3)c3cc(OC)c(OC)cc3c2=O)cc1
 : 0.9	-1.5	-0.1	-0.8	-1.1	0.1	2	-3	-1	26	1.4
> CCOc1ccc(/C(O)=C2/C(=O)C(=O)N(c3ccccn3)C2c2ccc(C)cc2)c(C)c1 (stereo not drawn)
 : -1.4	1.4	1.7	-0.9	0.8	0.4	3	0	-2	7	20*
> C#CCOCCOCCOCCNc1nc(N2CCN(C(=O)[C@H]([C@@H](C)CC)n3cc(CCCCN)nn3)CC2)nc(N2CCN(C(=O)[C@H](CCCCN)n3cc(CCC(=O)O)nn3)CC2)n1
 : 0.7	-1.4	0.2	-1.0	0.1	-0.5	0	6	-2	2	-2.1
> Cc1sc2ncn(CC(=O)NCCCOC(C)C)c(=O)c2c1S(=O)(=O)N1CCN(c2ncccn2)CC1
 : 1.2	1.4	-3.2	-1.2	-1.5	-0.8	-1	-7	-6	2	1.7
> CCN1CCN(c2nc3sc4c(c3c(=O)n2-c2ccc(OC)cc2)CCCCC4)CC1
 : -0.4	4.6	1.1	-0.6	-1.0	-0.5	-3	2	1	5	0.5
> NS(=O)(=O)c1ccc(N/N=C/c2cn(-c3ccccc3)nc2-c2ccccc2)c([N+](=O)[O-])c1
 : 1.0	4.1	2.6	-1.4	-2.7	0.5	0	-2	-2	-2	-1.6

Given as tab-separated lines: part of the list above.
Structure	DAX1 inh-1	FXN GAA850 act	hgDAF-12 ag	ssDAF12 agonist	hcDAF12 agonist	DAX1 inh-2	SMARCA2 act	ADAM10 inh	ADAM17 inh	NPR1 activator	PG9 binder
COc1cc(OC)c(N(C)S(=O)(=O)c2cccc(C(=O)NC(C)C3CC4CCC3C4)c2)cc1Cl (stereo not drawn)	0.8	1.9	0.2	-1.7	-0.5	0.0	-2	-6	-6	-6	-1.7
CCCc1nc(SCC(=O)Nc2ccc(N3CCOCC3)cc2)c2ccccc2n1	-0.8	2.5	2.0	-0.9	-2.3	-0.6	-1	1	-4	5	-1.6
